TRb SRC2 PPI – qHTS for Inhibitors of the Interaction of Thyroid Hormone Receptor and Steroid Receptor Coregulator 2 | TRbeta-SRC2 peptide binding, fluorescence polarization; receptor liganded with 1 µM T3 | Potency, µM (doses to about 106 µM), inactives show at the top dose activity change, negative = inhibition, usual class: inhibitors | actives 0.065% (n = 280,000) | AID 1469, 2008;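 further: plate controls were bound peptide for no effect and peptide without receptor for full effect; nearly all actives have a fitted effect of over 50% in size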
Target sequence (P10828 whole entry, looked up): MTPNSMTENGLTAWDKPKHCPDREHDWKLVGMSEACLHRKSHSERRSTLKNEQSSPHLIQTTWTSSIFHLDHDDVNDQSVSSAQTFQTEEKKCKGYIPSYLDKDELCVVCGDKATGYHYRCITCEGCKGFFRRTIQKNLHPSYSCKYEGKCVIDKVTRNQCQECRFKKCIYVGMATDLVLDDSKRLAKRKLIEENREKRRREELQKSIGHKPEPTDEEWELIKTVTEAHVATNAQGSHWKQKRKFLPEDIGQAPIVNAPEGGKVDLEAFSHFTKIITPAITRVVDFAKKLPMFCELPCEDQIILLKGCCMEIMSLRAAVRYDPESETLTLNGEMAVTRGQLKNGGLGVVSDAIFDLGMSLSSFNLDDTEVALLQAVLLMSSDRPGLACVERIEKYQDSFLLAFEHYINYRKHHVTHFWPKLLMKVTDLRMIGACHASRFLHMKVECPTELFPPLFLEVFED
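Read-out is fluorescence polarization (555 nm excitation, 632 nm emission) of a Texas Red SRC2 coactivator peptide; loss of signal reflects blocked binding to human TRb ligand-binding domain in the presence of 1 uM T3.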
Tau ThT inhib – qHTS for Inhibitors of Tau Fibril Formation, Thioflavin T Binding; recombinant tau K18 P301L, heparin-induced fibrillization, ThT fluorescence; Potency, µM (highest dose often 57.4 µM), without a hit: at the top dose activity, negative = inhibition, actives largely listed as inhibitors; actives 2.1% (n = 270,000); AID 1460, 2008; further: nearly all actives have a fitted effect of over 55% in size
Target sequence (P10636 561-689 P618L limits assumed): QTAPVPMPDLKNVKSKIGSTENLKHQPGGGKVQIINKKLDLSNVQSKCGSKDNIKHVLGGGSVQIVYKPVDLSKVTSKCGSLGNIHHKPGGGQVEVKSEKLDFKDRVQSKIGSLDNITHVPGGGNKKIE
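Tau K18 P301L fragment (15 uM unlabeled plus 0.24 uM Alexa 594-labeled) in 100 mM sodium acetate pH 7 with compound, fibrillization induced by 20 uM heparin for 6 hr at 37 C. Thioflavin T (30 uM) added, fluorescence read after 1 hr (ex 450, em 510 nm).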
GLA spleen mod – qHTS Assay for Inhibitors and Activators of Human alpha-Galactosidase From Spleen Homogenate; Alpha-galactosidase A (Homo sapiens), P06280; human spleen homogenate, 4MU-alpha-Gal fluorescence, 40 min; Potency, µM (highest dose often 80 µM), without a hit: at the top dose activity change, negative = inhibition, usual class: inhibitors; actives 0.008% (n = 240,000);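 further: 0% = enzyme with vehicle and -100% = no enzyme basal signal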
Target sequence (P06280 32-429 limits assumed): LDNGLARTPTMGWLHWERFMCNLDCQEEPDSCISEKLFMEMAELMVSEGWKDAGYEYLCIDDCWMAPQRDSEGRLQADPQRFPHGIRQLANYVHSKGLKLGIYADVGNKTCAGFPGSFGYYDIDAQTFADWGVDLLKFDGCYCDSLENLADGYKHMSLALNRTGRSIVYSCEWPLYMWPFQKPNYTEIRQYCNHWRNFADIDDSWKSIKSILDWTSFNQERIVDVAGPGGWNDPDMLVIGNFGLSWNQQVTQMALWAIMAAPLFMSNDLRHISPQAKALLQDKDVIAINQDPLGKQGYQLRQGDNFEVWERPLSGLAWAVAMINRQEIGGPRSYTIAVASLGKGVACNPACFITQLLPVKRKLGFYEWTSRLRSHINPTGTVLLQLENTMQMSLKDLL
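Inhibition or activation of alpha-galactosidase in human spleen homogenate is scored by 4-MU fluorescence after 40 min at 37C, pH 5.0, with 1 mM substrate. AC50s come from concentration-response fitted to the Hill equation.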
Tau fibril FP – qHTS for Inhibitors of Tau Fibril Formation, Fluorescence Polarization | actives 0.39% (n = 280,000) | Microtubule-associated protein tau (Homo sapiens), P10636 | Potency, µM (top dose mostly 57.7 µM), without a hit: at the top dose activity, negative = inhibition, hits mostly inhibitors | AID 1468, 2008 | K18 P301L tau heparin fibrillization, Alexa594 FP, 6 h; further: nearly all actives have a fitted effect of over 55% in size
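Heparin (20 uM) drove fibril formation of recombinant tau K18 P301L, 15 uM unlabeled with 0.24 uM Alexa 594 label, for 6 hr at 37 C in 100 mM sodium acetate pH 7. Fluorescence polarization (555/632 nm) read 1 hr after 30 uM ThT.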
TR SRC2 fluor cs – Total Fluorescence Counterscreen for Inhibitors of the Interaction of Thyroid Hormone Receptor and Steroid Receptor Coregulator 2 | actives 0.29% (n = 280,000) | Potency, µM (series often up to 106 µM), for the others: at the top dose fluorescence change, negative = quenching | AID 1479, 2009 | TRb/SRC2 Texas Red total fluorescence interference; active means well fitted curve in either direction with a large enough effect; inconclusive means small, poorly fitted or top-dose-only effect
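Flags fluorescent or light-absorbing compounds by total fluorescence, S + 2P, at 555 nm excitation and 632 nm emission. Mixture: 20 nM Texas Red SRC2 peptide, 0.6 uM human TRb LBD, 1 uM T3, 5% DMSO; compound exposure 5 h at ambient temperature.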
L3MBTL1 inh – qHTS Assay for the Inhibitors of L3MBTL1; actives 0.66% (n = 230,000); Potency, µM (doses to about 57.1 µM), for the others: at the top dose activity, negative = inhibition, actives largely listed as inhibitors; AlphaScreen L3MBTL1–H3K9me1 peptide binding; Lethal(3)malignant brain tumor-like protein 1 (Homo sapiens), Q9Y468; AID 485360, 2010; further: nearly all actives have a fitted effect of over 60% in size
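L3MBTL1 (50 nM) pre-complexed 30 min with biotinylated H3(1-15)K9me1 peptide (75 nM), then compounds added for 30 min at room temperature; AlphaScreen streptavidin donor/nickel chelate acceptor beads (10 ug/mL final) read after 30 min dark incubation.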
Tau fluor counter – Counterscreen qHTS for Inhibitors of Tau Fibril Formation, Fluorescence Polarization. Potency, µM (top dose mostly 57.7 µM), without a hit: top-dose activity change, negative = decrease. tau K18 P301L (four-repeat tau fragment) Alexa594 fluorescence, heparin fibrillization. actives 0.93% (n = 280,000); further: nearly all actives have a fitted effect of over 55% in size
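Human K18 P301L tau (15 uM unlabeled plus 0.24 uM Alexa 594-labeled, final) in 100 mM sodium acetate pH 7 was mixed with compound and 20 uM heparin and incubated 6 hr at 37 C.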
ALDH1A1 inh – qHTS Assay for Inhibitors of Aldehyde Dehydrogenase 1 (ALDH1A1); Potency, µM (titrated, usually from 75.3 µM), inactives show at the top dose activity, negative = inhibition, usual class: inhibitors; Purified ALDH1A1, NADH fluorescence, propionaldehyde substrate; Aldehyde dehydrogenase 1A1 (Homo sapiens), P00352; actives 7.3% (n = 220,000); active means well fitted inhibition curve with a large enough effect, not every such curve was filed as active; inconclusive means small, poorly fitted or top-dose-only effect, or another doubt; inactive means no such curve, though single readings can be large or run the other way;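 further: plate controls were no enzyme wells and a reference inhibitor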
An asterisk follows results filed as active; ? = inconclusive; nt = no result given; [ ] = remark or other dose. Unless noted, the call rests on the fitted dose curve; in most records, active means well fitted curve in the direction sought with a large enough effect; inconclusive means small, poorly fitted or top-dose-only effect, or another doubt; inactive means no such curve, though single readings can be large; an effect the other way counts as inactive or inconclusive. Unless noted, on the % scale 0 is the no-effect control and ±100 the full control effect; potency means the concentration at half of the fitted maximal effect. No enrichment for hits; 8.5% or so of the library scored in one or more.

The first three compounds, ahead of the listing:
SMILES | TRb SRC2 PPI | Tau ThT inhib | GLA spleen mod | Tau fibril FP | TR SRC2 fluor cs | L3MBTL1 inh | Tau fluor counter | ALDH1A1 inh
COc1ccccc1C1SCCN1S(=O)(=O)c1cccc(C(F)(F)F)c1 (centres undefined) | -6% | -7% | 11% | -7% | 0% | nt | -26% | 7%
OCCSc1c(F)c(SCCO)c(SCCO)c(F)c1SCCO | -1% | -12% | -6% | 6% | -1% | 8% | 4% | -2%
CC(C)OC(=O)CSc1nnc(-c2ccc(C(C)(C)C)cc2)n1N | -17% | -12% | 7% | 9% | -2% | 6% | 1% | 18µM*

Main list, from the start:
SMILES | TRb SRC2 PPI | Tau ThT inhib | GLA spleen mod | Tau fibril FP | TR SRC2 fluor cs | L3MBTL1 inh | Tau fluor counter | ALDH1A1 inh
COc1ccccc1C1SCCN1S(=O)(=O)c1cccc(C(F)(F)F)c1 (centres undefined) | -6% | -7% | 11% | -7% | 0% | nt | -26% | 7%
OCCSc1c(F)c(SCCO)c(SCCO)c(F)c1SCCO | -1% | -12% | -6% | 6% | -1% | 8% | 4% | -2%
CC(C)OC(=O)CSc1nnc(-c2ccc(C(C)(C)C)cc2)n1N | -17% | -12% | 7% | 9% | -2% | 6% | 1% | 18µM*
Cc1nc(N2CCOCC2)c(C#N)c(C)c1Br | -7% | -9% | -6% | -1% | -1% | nt | -6% | -4%
CC1CCN(C(=O)CNC(=O)c2cccc(OC(F)F)c2)CC1 | -3% | 0% | 0% | -2% | -2% | nt | -3% | -2%
Brc1cccc(OCCN2CCCCC2)c1 | -3% | -3% | 9% | -3% | -4% | -1% | -5% | -5%
C=CCNC(=O)c1csc(-c2ccccc2)n1 | -1% | -5% | 7% | -1% | 0% | -2% | 0% | -11%
Cc1nn(C)c(C)c1S(=O)(=O)NC1CCCC1 | 7% | -7% | 12% | 7% | 2% | 3% | 1% | -1%
CC(C)c1ccc(S(=O)(=O)N2CCN(CC(=O)Nc3ccc4c(c3)OCO4)CC2)cc1 | 5% | -13% | 1% | 8% | 0% | -7% | -26% | ?
O=C(c1cc2nc(-c3ccc(F)cc3)cc(C(F)(F)F)n2n1)N1CCOCC1 | 1% | -8% | 3% | 0% | 1% | 3% | 0% | 5%

(next part)
SMILES | TRb SRC2 PPI | Tau ThT inhib | GLA spleen mod | Tau fibril FP | TR SRC2 fluor cs | L3MBTL1 inh | Tau fluor counter | ALDH1A1 inh
CN1C(=O)c2ccc(C(=O)Nc3nccs3)cc2C1=O | 6% | -9% | -4% | -8% | -3% | -1% | -11% | ?
CCc1ccccc1NC(=O)C1CCCN(C(=O)c2cnn(-c3ccccc3)c2-n2cccc2)C1 (centres undefined) | 3% | -12% | nt | -1% | -1% | nt | -8% | nt
O=C(CS(=O)(=O)c1ccc(Cl)c(Cl)c1)Nc1ccccc1Cl | -11% | -2% | 1% | -10% | -4% | 1% | -19% | ?
CC(C)=N/N=C(/c1ccc([N+](=O)[O-])cc1)C12CN3CN(CN(C3)C1)C2 | -7% | -1% | 0% | 3% | 1% | nt | -2% | 3%
O=C1C=CC(=O)N1c1ccc(O)cc1 | 7% | -20% | -5% | -13% | 0% | -2% | -14% | nt
Cc1nc2cccnc2n1C1CCN(S(=O)(=O)N(C)C)CC1 | 11% | 2% | nt | 1% | 0% | nt | 1% | nt
COc1ccc(CCNC(=O)c2cc3c(s2)-c2ccccc2OC3)cc1OC | -1% | ? | nt | -5% | 0% | nt | -20% | nt
CCCCOC(=O)c1ccc(Nc2nc3ccc(C)cc3n3cnnc23)cc1 | 1% | -2% | nt | 2% | 1% | nt | -23% | nt
COc1ccc(/C=N\NS(=O)(=O)c2ccc(Br)cc2)cc1COc1ccccc1[N+](=O)[O-] | 15% | 5% | 1% | ? | 0% | 2% | ? | ?
O=C(O)/C(=C\c1ccc(Cl)c([N+](=O)[O-])c1)c1ccc(S(=O)(=O)N2CCCCC2)s1 | 2% | ? | 2% | 7% | -4% | -23% | -9% | 0.5µM*

Next compounds
SMILES | TRb SRC2 PPI | Tau ThT inhib | GLA spleen mod | Tau fibril FP | TR SRC2 fluor cs | L3MBTL1 inh | Tau fluor counter | ALDH1A1 inh
CCCCC(CC(O)COCC(C)C)C(=O)NNC(=S)Nc1ccccc1 (centres undefined) | -6% | -9% | -2% | 6% | -3% | 0% | -6% | 10µM*
O=C(Nc1cc(Cl)ccc1Cl)c1ccc(-c2ccccc2)cc1 | -2% | 1% | 1% | -4% | 0% | -17% | 8% | 11%
COc1cccc(C=Nc2cccc3c(=O)[nH][nH]c(=O)c23)c1O | -2% | ? | 3% | 4% | -3% | 5% | -2% | -10%
COc1cccc(CNc2sc3c(c2C(=O)Nc2ccc(OC)cc2OC)CCC3)c1 | -4% | ? | nt | -4% | 1% | nt | -26% | nt
O=C(/C=C/c1cccs1)Nc1ccc(Br)cn1 | -3% | -16% | -4% | 9% | 3% | 5% | -12% | 5%
COCCNC(=S)N/N=C/c1ccc(-c2ccc([N+](=O)[O-])cc2)o1 | 0% | ? | -10% | 0% | 1% | 2% | ? | nt
CN1CCN(CC(=O)N2c3ccccc3C(C)(c3ccccc3)CC2(C)C)CC1 (centres undefined) | -3% | -4% | 4% | -2% | 1% | 4% | 4% | -4%
Cc1cc(C)c2cc(CN(CCO)C(c3nnnn3Cc3ccc(F)cc3)C(C)C)c(=O)[nH]c2c1 (centres undefined) | 5% | -13% | 18% | 4% | 0% | nt | 1% | 13µM*
CCCCCC(=O)N=Nc1c(O)[nH]c2ccc([N+](=O)[O-])cc12 | -8% | -11% | -12% | 3% | -1% | -6% | -17% | -2%
NC(=O)CN1C(=O)C(O)(CC(=O)c2ccccc2O)c2ccccc21 (centres undefined) | -1% | -11% | 2% | 4% | -7% | -29% | -3% | ?

New compounds follow:
SMILES | TRb SRC2 PPI | Tau ThT inhib | GLA spleen mod | Tau fibril FP | TR SRC2 fluor cs | L3MBTL1 inh | Tau fluor counter | ALDH1A1 inh
Cc1cccc(Nc2cc(=O)[nH]c(=O)[nH]2)c1C | -11% | -1% | -7% | 2% | 2% | 3% | 1% | 2%
Cc1nn(CCC(=O)NNC(=S)Nc2cccc(Cl)c2)c(C)c1[N+](=O)[O-] | -23% | -10% | 4% | -3% | -3% | 13% | -16% | ?
Cc1nc(N2CCCC2)c2c(C(=O)N3CCN(c4cccc(C)c4C)CC3)c(C)oc2n1 | 1% | -5% | nt | 5% | -5% | nt | -5% | nt
CN(C(=O)CSc1nc2cc(C(=O)O)ccc2c(=O)n1Cc1ccccc1)C1CCS(=O)(=O)C1 (centres undefined) | 0% | 4% | 6% | -6% | 1% | 5% | 2% | -2%
Cc1ccc(C)c(S(=O)(=O)N2CCN(C(C)C(=O)Nc3ccccc3-c3ccccc3)CC2)c1 (centres undefined) | 2%[53 µM] | -1% | -3% | 6% | 1%[53 µM] | -3% | 6% | 2%
COc1ccc(NC(=O)COc2nc(N(C)C)nc(N(C)C)n2)cc1 | 1% | -3% | 4% | 3% | -2% | nt | 3% | -1%
Cc1nc2nc(NCc3ccccc3Cl)[nH]n2c(=O)c1Cc1ccccc1 | -3% | -7% | nt | -12% | -13% | nt | -10% | nt
Cc1cccc(OCCC(=O)OCC(=O)N2CCc3ccccc32)c1 | 5% | ? | -5% | 6% | -4% | 5% | -16% | 6%
CN(C)S(=O)(=O)N1CCN(c2cccc(Cl)c2)CC1 | -4% | -4% | -1% | -6% | 1% | nt | -2% | 13%
Cc1cc(NS(=O)(=O)c2ccc(NC(=O)c3cc4cc(Br)ccc4oc3=O)cc2)no1 | -4% | ? | 4% | 7% | -2% | nt | -3% | 5%

(more compounds)
SMILES | TRb SRC2 PPI | Tau ThT inhib | GLA spleen mod | Tau fibril FP | TR SRC2 fluor cs | L3MBTL1 inh | Tau fluor counter | ALDH1A1 inh
CCCC1=C(C(=O)OCC)C(/C=C/c2ccccc2)n2ncnc2N1 (centres undefined) | 5% | -4% | -1% | -6% | 0% | nt | -13% | -9%
Cc1c(Br)c([N+](=O)[O-])nn1C(C)C(=O)NCc1cccs1 (centres undefined) | 0% | -5% | -10% | 0% | -4% | 3% | -8% | 4%
Cc1ccccc1-c1nc(Cc2ccc(Cl)cc2)no1 | -1% | -11% | 8% | 0% | 2% | 58%[activator] | -6% | -1%
COc1ccc2c(c1)c(C(=O)CN1CCC3(CC1)OCCO3)c(C)n2C | -4% | -8% | 5% | -6% | 1% | 4% | -1% | -6%
COc1ccc(N(C(=O)c2cnsn2)C(C(=O)NC2CCCCC2)c2ccncc2)cc1 (centres undefined) | 5% | 1% | -12% | 5% | 2% | 8% | 4% | -3%
COc1ccc(N2CCN(C3=NS(=O)(=O)C(c4cccc(Br)c4)=C3C)CC2)cc1 | 3% | ? | nt | ? | -1% | nt | -4% | nt
CCCCn1c(Cc2ccccc2)nnc1SCC(=O)Nc1cc(C)on1 | 0% | -8% | 0% | 9% | 1% | 6% | -1% | -5%
COC(=O)CC1C(C(=O)OC)ON2OC(C(=O)OC)C(C(=O)OC)C12 (centres undefined) | 3% | -5% | -2% | 0% | -2% | 2% | -5% | 9%
COC(=O)c1c(-c2ccc(C)cc2)csc1NC(=S)NC(=O)c1ccc(F)cc1 | 3% | -14% | 5% | ? | 0% | -14% | -18% | ?
CN(C)c1ccc(/C=N/NC(=S)NCc2ccccc2)cc1 | 2% | ? | 15% | ? | 1% | ? | ? | ?
Cn1nnnc1SCCCNCc1ccc(Cl)cc1 | -1% | -6% | nt | -1% | 9% | nt | -7% | nt
COCCn1c(C(C)C)nc2sc3ccccc3c(=O)c2c1=O | -5% | 6% | -6% | 0% | -6% | 4% | 8% | 1%
CCC(=O)N1CCc2cc(Br)cc(S(=O)(=O)N3CCCC(C(=O)Nc4ccc(C(C)C)cc4)C3)c21 (centres undefined) | 5% | 9% | nt | 4% | -11% | nt | 0% | nt
